Assay outcomes: PubChem BioAssay, several laboratories
Rpn11 block = inhibitors of human proteasome Rpn11 | human 26S proteasome, Ub4-pepOG fluorescence polarization; 20S core pre-blocked with epoxomicin | AID 588493 | calls only at 20 µM | 360,000 tested, 0.59% active;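 active means inhibition at 20 µM, scaled to each plate's controls, above about 33%, limit read from the data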
Target sequence (O00487 whole entry, looked up): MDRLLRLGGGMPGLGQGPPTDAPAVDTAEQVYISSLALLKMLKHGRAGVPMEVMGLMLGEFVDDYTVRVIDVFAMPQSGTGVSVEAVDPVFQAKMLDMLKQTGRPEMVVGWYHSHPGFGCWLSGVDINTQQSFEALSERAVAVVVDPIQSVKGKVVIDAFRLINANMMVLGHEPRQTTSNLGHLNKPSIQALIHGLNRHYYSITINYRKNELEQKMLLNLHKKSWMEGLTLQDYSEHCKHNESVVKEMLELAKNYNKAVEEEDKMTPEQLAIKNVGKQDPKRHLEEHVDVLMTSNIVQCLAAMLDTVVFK
bovine MsrA act = bovine methionine sulfoxide reductase A activation; activation, % at 10.6 µM; 360,000 tested, 0.3% active; purified bovine MsrA, absorbance read-out; in the data active means activation above about 7.5%;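 further: 0% = vehicle and 100% = reference activator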
CSN inh = inhibitors of human CSN-mediated cullin deneddylation. 360,000 tested, 0.38% active. inhibition, % at 12.5 µM. Purified CSN, SCF-Nedd8-OG deneddylation, fluorescence polarization. AID 651999. Q92905;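 active means pattern-corrected inhibition above about 35%, with an unprinted fluorescence ratio check between 0.5 and 1.5, limit read from the data, passing the limit was not always enough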;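 further: 0% = enzyme with substrate and 100% = substrate without enzyme; some results filed as inactive read as strong as hits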
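Assay system: purified human Csn5 enzyme expressed in HEK293T cells; Input: 0.24 nM Csn5 enzyme, final concentration; Reagent: 10 nM SCFSkp2-Nedd8OG; Compound dosing: 12.5 µM single point; Times: reaction 90 min, room temperature; Technique: fluorescence polarization readout.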
MT1-MMP act inh = inhibitors of human MT1-MMP activation; HT1080 RFP-PRO-GFP cells, GFP/RFP ratio fluorescence, overnight; percent of plate control window, DMSO zero; GFP/RFP ratio change, % at 20 µM; 360,000 tested, 0.061% active;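 active means GFP/RFP ratio change of at least 30% with cell ATP level not reduced by more than half and red fluorescence within 50% of control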; further: strong numbers were not always called active
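Test system: HT1080 RFP-PRO-GFP cells; Benchmarks: DMSO and RFP-L50D-GFP cell wells; Timing: cells overnight before dosing, compound overnight, 37 °C, 5% CO2; Compound: one 20 µM compound dose with 1% DMSO; Read-out: GFP/RFP fluorescence ratio.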
MsrA inh = bovine MsrA inhibition; 360,000 tested, 0.75% active; purified bovine MsrA, absorbance read-out; inhibition, % at 15.5 µM; in the data active means inhibition above about 4.5%;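 further: 0% = vehicle wells with enzyme and 100% = reference inhibitor wells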
FAS-TE inh = blocks the thioesterase domain of human fatty acid synthase | P49327 | recombinant FAS-TE, OMFH fluorogenic substrate, fluorescence endpoint | inhibition, % at 15 µM | 360,000 tested, 0.67% active | AID 602261;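 active means compounds whose normalised, plate-corrected inhibition of enzyme fluorescence in the single-dose primary screen is 50% or more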;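 further: 0% = DMSO with enzyme and 100% = substrate without enzyme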
Rin1 Abl inh = inhibitors of human Rin1-Abl protein interaction. 360,000 tested, 0.4% active. P00519+Q13671. inhibition, % at 7.35 µM. TR-FRET Rin1/Abl binding, biochemical. AID 588664; in the data active means inhibition above about 5%, passing the limit was not always enough
eLon inh = E. coli protease La inhibition. P0A9M0. purified E. coli Lon protease, fluorescence polarization. inhibition, % at 7.94 µM. 360,000 tested, 0.42% active; in the data active means inhibition above about 13%, passing the limit was not always enough;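 further: 0% = enzyme with probe and DMSO and 100% = no enzyme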
Target sequence (P0A9M0 whole entry, looked up): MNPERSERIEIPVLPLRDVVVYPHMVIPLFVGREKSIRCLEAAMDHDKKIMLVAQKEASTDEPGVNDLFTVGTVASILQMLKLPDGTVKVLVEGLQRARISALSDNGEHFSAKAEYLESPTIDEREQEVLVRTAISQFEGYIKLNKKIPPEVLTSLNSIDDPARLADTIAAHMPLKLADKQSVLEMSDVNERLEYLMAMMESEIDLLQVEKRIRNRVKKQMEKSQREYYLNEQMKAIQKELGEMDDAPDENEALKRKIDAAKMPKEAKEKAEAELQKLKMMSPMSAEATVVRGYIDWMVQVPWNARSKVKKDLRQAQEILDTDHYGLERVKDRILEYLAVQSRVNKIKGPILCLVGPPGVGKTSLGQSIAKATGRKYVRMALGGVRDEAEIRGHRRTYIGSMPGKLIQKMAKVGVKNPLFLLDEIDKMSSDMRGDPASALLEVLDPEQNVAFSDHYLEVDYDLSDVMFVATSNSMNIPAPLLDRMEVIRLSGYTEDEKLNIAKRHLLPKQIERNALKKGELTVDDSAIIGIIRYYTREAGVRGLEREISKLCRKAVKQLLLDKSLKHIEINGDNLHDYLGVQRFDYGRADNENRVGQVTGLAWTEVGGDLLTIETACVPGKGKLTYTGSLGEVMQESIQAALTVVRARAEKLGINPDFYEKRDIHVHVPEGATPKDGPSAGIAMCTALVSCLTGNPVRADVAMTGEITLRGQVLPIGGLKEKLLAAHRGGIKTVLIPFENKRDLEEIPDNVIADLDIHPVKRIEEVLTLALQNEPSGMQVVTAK
MLLE-PAM2 inh = blocks PAM2 peptide binding to the PABP1 MLLE domain; GST-MLLE / FITC-PAM2 fluorescence polarization; inhibition, % at 20 µM; 360,000 tested, 0.36% active; AID 588489; in the data active means inhibition above about 35%, passing the limit was not always enough;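 further: plate controls were DMSO wells with GST-MLLE for no effect and wells lacking GST-MLLE protein for full effect; some results filed as inactive read as strong as hits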
* hit, by the source's call; i = inactive; . = no result given. Hits appear at their usual frequency; about 3.7% have a hit in one of these screens.

Each structure is followed by: Rpn11 block | bovine MsrA act | CSN inh | MT1-MMP act inh | MsrA inh | FAS-TE inh | Rin1 Abl inh | eLon inh | MLLE-PAM2 inh
> CC(C)C(=O)N1CCN(c2ccccc2NC(=S)NC(=O)c2ccco2)CC1
  i | -10 | 4 | . | 0.5 | 0 | 1 | -11 | 30
> C/C(=N\NC(=O)c1ccccc1O)C1CC1
  i | -3 | -3 | -10 | 0.6 | -5 | 2 | 8 | 0
> CCOc1cc(C(=S)N2CCOCC2)ccc1OC(=O)c1ccc(C)cc1
  i | -4 | 4 | -4 | 0.9 | 26 | -1 | -2 | 6
> c1ccc(C(=C2CCCO2)c2ccccc2)cc1
  i | -6 | -1 | 2 | 0.4 | 15 | 6 | 5 | -15
> COc1cccc(Nc2ncnc3sc(C)cc23)c1
  i | -4 | 2 | 1 | -0.8 | 1 | -6 | -14 | -4
> O=C(CN1C(=O)NC2(CCCC2)C1=O)N1CCN(S(=O)(=O)c2cc(Cl)ccc2Cl)CC1
  i | -2 | -3 | 1 | -0.3 | -1 | 4 | -7 | 2
> CC1(C)Cc2c(c(-c3ccccc3)[nH]c(=O)c2C#N)CS1
  i | -7 | 2 | -2 | 0.6 | -5 | -2 | -9 | 21
> CN(C(=O)C(Cl)Cl)c1ccc(OC(=O)c2ccco2)cc1
  i | 1 | -10 | 1 | -0.4 | 3 | 1 | 3 | -5
> COCCn1c(SCc2cnc(-c3ccccc3)s2)nnc1-c1ccncc1
  i | -5 | -4 | -2 | -0.5 | -9 | 0 | -9 | 7
> Cc1ccc(OC2CCN(C(=O)[C@H]3O[C@@H](n4ccc(N)nc4=O)[C@H](O)[C@@H]3O)CC2)cc1
  i | -4 | -5 | 2 | 1.7 | -12 | 1 | -3 | 8
> Cc1cccc(NC(=S)NNC(=O)c2csc(C)c2)c1
  i | -5 | -7 | 11 | -0.1 | -9 | -3 | 7 | 8
> CCOC(=O)C(Cc1ccc(NC(=O)/C(=C/c2ccc(OC(C)=O)cc2)NC(C)=O)cc1)N1C(=O)c2ccccc2C1=O (configuration not stated)
  i | 1 | 0 | -2 | 0.4 | 2 | -2 | 9 | 8
> CCN(CC)CCNC(=O)C(=O)Nc1cc2c3c(c1)CCC(=O)N3CCC2
  i | 0 | 2 | -1 | -0.3 | -6 | -1 | -8 | -3
> CCn1c(SCC(=O)Nc2ccccc2F)nnc1-c1ccoc1C
  i | 0 | 1 | -3 | -1.0 | -1 | 1 | 9 | -11
> CCOC(=O)N1CCN(C(=O)/C(=C/c2ccc(Br)cc2)NC(=O)c2ccc(OC)cc2)CC1
  i | -1 | 3 | -4 | 0.8 | 22 | 0 | -2 | 7
> Cc1ccc(C(CCN(Cc2ccccc2)C(=O)c2ccco2)c2ccco2)cc1 (configuration not stated)
  i | 0 | 22 | -3 | -0.2 | 31 | 2 | 7 | 0
> CCOC(=O)c1sc(NC(=O)CC(C)c2ccccc2)nc1C (configuration not stated)
  i | -3 | 1 | -7 | -0.1 | 1 | 1 | -2 | 4
> COc1ccc(Cl)cc1NC(=S)N1CCN(c2ccccn2)CC1
  i | -1 | -2 | 10 | -0.6 | -1 | -2 | -1 | -80
> CC1CCCN(CCCOc2ccc(Cl)cc2Br)C1 (configuration not stated)
  i | -9 | -11 | -6 | 1.7 | -4 | 2 | -7 | 14
> COc1cccc(CNS(=O)(=O)c2c(C)[nH]c(C)c2C(=O)N2CCCC2)c1
  i | -1 | -4 | -2 | 0.0 | -7 | -1 | -3 | -18
> O=C(NCC(=O)N(Cc1ccco1)C(C(=O)NC1CCCCC1)c1cccnc1)c1ccco1 (configuration not stated)
  i | -1 | -2 | -3 | -0.5 | -2 | 1 | -3 | -7
> COc1ccc(C(=O)N2C=Cc3ccccc3C2C#N)cc1 (configuration not stated)
  i | -1 | 1 | -3 | -0.8 | 2 | -3 | -6 | 4
> Cc1ccccc1C(=O)N1CCN(S(=O)(=O)c2ccccc2)CC1
  i | -4 | -6 | -4 | -1.0 | -7 | 2 | -10 | 1
> O=C(COC(=O)c1cccc([N+](=O)[O-])c1)NCc1cccs1
  i | -4 | 3 | 1 | 0.7 | 52* | -1 | -9 | -17
> Cc1ccccc1OCC(=O)OCC(=O)N1CCc2ccccc21
  i | -12 | -1 | -1 | 1.8 | 10 | 2 | 6 | 7
> COc1cccc(NC(=O)c2cccc(S(=O)(=O)N3CCN(Cc4ccccc4)CC3)c2)c1
  i | -7 | 4 | 10 | 0.2 | 35 | 2 | -3 | 6
> Cn1ncc([N+](=O)[O-])c1C(=O)NCc1ccccc1
  i | -4 | 1 | 1 | -0.3 | -6 | 2 | 6 | -5
> COc1cc(-c2cc(C(=O)N(C)Cc3ccccc3)c3ccccc3n2)cc(OC)c1OC
  i | -3 | -2 | 5 | -0.5 | 16 | 2 | 6 | 0
> O=C(Cc1ccc(F)cc1)NCCc1ccccc1
  i | 0 | -3 | 0 | -1.4 | -3 | -2 | 2 | 1
> CC(=O)c1ccc(-c2ccc(C(=O)NCC3CCCO3)o2)cc1 (configuration not stated)
  i | -3 | 3 | 0 | 3.9 | -7 | -5 | 3 | 13

The closing 2 records of the part before lead into the next:
Each structure is followed by: Rpn11 block | bovine MsrA act | CSN inh | MT1-MMP act inh | MsrA inh | FAS-TE inh | Rin1 Abl inh | eLon inh | MLLE-PAM2 inh
> O=C(Cc1ccc(F)cc1)NCCc1ccccc1
  i | 0 | -3 | 0 | -1.4 | -3 | -2 | 2 | 1
> CC(=O)c1ccc(-c2ccc(C(=O)NCC3CCCO3)o2)cc1 (configuration not stated)
  i | -3 | 3 | 0 | 3.9 | -7 | -5 | 3 | 13
> Cc1occc1-c1nnc(SCC(=O)c2ccc(Cl)cc2)n1CC1CCCO1 (configuration not stated)
  i | 2 | 4 | 1 | -1.2 | 0 | 0 | -12 | -15
> CC(C)NC(=O)CSc1nnc(COc2ccccc2Cl)o1
  i | -2 | 2 | -1 | -0.5 | -2 | -2 | 1 | 2
> CC1CC2(CCCCC2)Nc2ccc3ccccc3c21 (configuration not stated)
  i | 0 | 9 | -35 | -1.0 | 13 | 2 | -6 | 1
> COc1ccc(C2(O)CN(c3ccc(C)cc3)C3=[N+]2CCCC3)cc1 (configuration not stated)
  i | -8 | -6 | -9 | 0.2 | -4 | 2 | -4 | -3
> Cc1ccc(CNCC(O)(c2ccc(F)cc2)c2ccc(F)cc2)cc1
  i | -1 | 12 | -2 | 0.2 | 20 | -1 | -5 | 3
> N#Cc1cccc(S(=O)(=O)N2CCN(c3ccnc4cc(Cl)ccc34)CC2)c1
  i | -2 | 0 | -1 | -0.2 | 32 | 0 | -1 | 17
> CCC(CC)C(=O)Nc1nnc(S(=O)(=O)N2CCCc3ccccc32)s1
  i | -1 | 1 | 0 | 0.0 | 8 | -3 | 2 | -19
> O=C(COC(=O)c1cccc(S(=O)(=O)N2CCN(c3ccccc3)CC2)c1)NCc1ccco1
  i | -4 | 4 | -3 | -0.3 | 9 | -1 | 0 | -11
> COc1cc(C2Nc3cc(Cl)c(S(N)(=O)=O)cc3S(=O)(=O)N2)cc(OC)c1OC (configuration not stated)
  i | -4 | 1 | 6 | 3.1 | -2 | -2 | -7 | 4
> c1ccc(-c2cnc(CSc3nnc4ccccn34)o2)cc1
  i | -3 | -1 | 0 | 0.5 | -6 | 0 | -7 | -32
> Nc1ccc(-c2nnn(CC(=O)N3CCCCC3)n2)cc1
  i | -6 | 0 | 4 | -0.9 | -2 | -1 | 3 | -4
> C#CCOCCOCCOCCNc1nc(N2CCN(C(=O)[C@H]([C@@H](C)CC)n3cc([C@@H](N)CO)nn3)CC2)nc(N2CCN(C(=O)[C@H]([C@@H](C)CC)n3cc([C@@H](N)Cc4ccc(O)cc4)nn3)CC2)n1
  i | -2 | -2 | -8 | . | -11 | 5 | -1 | 17
> COc1ccc(CCNC(=O)c2ccc3c(c2)N(Cc2ccc(F)cc2)CCS3)cc1OC
  i | -4 | -5 | -1 | 1.0 | 11 | 2 | 6 | 1
> FC(F)(F)c1nc2ccccc2n2c(-c3ccc(Cl)cc3)nnc12
  i | -5 | -3 | -3 | -0.9 | -7 | -3 | 1 | 1
> COc1ccc(Cn2cnc3c(NS(C)(=O)=O)c(C)c(C)cc32)cc1
  i | 2 | -1 | -1 | 0.0 | -5 | -3 | 7 | -2
> CC(=O)Nc1nonc1-c1nc2ccccc2n1Cc1nnc(C)o1
  i | -4 | -1 | -2 | 0.7 | -10 | -3 | -9 | -6
> Cc1cc(-c2ccccc2)cc(=O)[nH]1
  i | 13* | -2 | -2 | 1.3 | -4 | 2 | 2 | 10
> O=C(c1ccco1)N1CCN(C(c2ccc(F)cc2)c2nnnn2CC2CCCO2)CC1 (configuration not stated)
  i | -8 | 2 | 1 | -0.8 | -4 | 2 | -4 | 1
> COc1ccc(NC(=S)N2CCN(S(=O)(=O)c3ccc(OC)cc3)CC2)cc1
  i | -1 | 2 | -1 | -0.3 | 5 | -1 | -4 | -100
> CC(C)C(=O)Nc1ccc(N2CCCC2)cc1
  i | -2 | -4 | 0 | 1.2 | -13 | -4 | -3 | -2
> CC1(C(=O)NS(=O)(=O)c2ccc3c(c2)CCO3)CCN1C(=O)COc1ccc(Cl)cc1 (configuration not stated)
  i | 1 | -3 | 0 | 1.4 | -12 | 1 | -9 | -30
> COc1ccc(NC(=S)Nc2cc(-c3ccccc3)[nH]n2)cc1Cl
  i | -3 | 1 | -4 | 1.1 | 26 | -1 | -8 | 16
> CCn1cc(C(=O)N(C)c2ccccc2F)c2cc(OC)c(OC)cc2c1=O
  i | -9 | -4 | -1 | 0.6 | -4 | -2 | 3 | -7
> CCCc1nc(SCC(=O)Nc2nccs2)c2ccccc2n1
  i | -1 | 0 | 0 | -1.1 | -6 | -13 | 10 | -6
> O=C1OCCN1S(=O)(=O)Nc1ccccc1
  i | -3 | -4 | 0 | -0.3 | -5 | 0 | 5 | 8
> CCCCc1cc(=O)oc2cc(C)cc(OCC(=O)N3CCC(C(N)=O)CC3)c12
  i | 7 | -2 | 0 | 0.2 | 5 | 1 | -2 | 1
> CC(=O)N1CCCc2cc(S(=O)(=O)N3CCC(C)CC3)ccc21
  i | 4 | 3 | 4 | 0.3 | -2 | -1 | 4 | 6
> Cc1ccccc1NC(=O)NCc1ccco1
  i | -1 | 3 | 0 | -1.4 | -1 | -4 | -10 | 3
> COc1ccccc1CN1CCNC(=O)C1CC(=O)NCCc1cnccn1 (configuration not stated)
  i | -6 | -6 | -4 | 1.0 | -6 | 3 | -3 | 7
> C=CCn1c(=N)n(CC(=O)O)c2ccccc21
  i | -2 | -5 | 3 | 1.1 | -1 | 1 | -11 | 11
> CCOC(=O)/C(=N/Nc1ccccc1)c1csc(Nc2ccccc2)n1
  i | -4 | -2 | 10 | 1.4 | 46 | -4 | -3 | 11
> COC(=O)[C@@H](Cc1ccccc1)NC(=O)NCCc1ccccc1
  i | -1 | 0 | -10 | 0.0 | -1 | 0 | -4 | 17
> Nc1nc(N)c(C=Nc2ccc(Br)cc2)c(Nc2ccc(Br)cc2)n1
  i | -4 | 1 | -2 | 0.8 | 41 | 0 | 7 | 4
> CC1CC(C)CN(CCCOc2ccccc2[N+](=O)[O-])C1 (configuration not stated)
  i | -3 | -23 | 4 | -0.3 | -14 | 1 | -5 | -5
> COc1ccc(Cl)cc1NC(=O)c1cccc(-n2cnnn2)c1
  i | -3 | -4 | 2 | -1.5 | 40 | 4 | -10 | -9
